mcGAS lum: mouse cGAS inhibition by luminescence; inhibition, % at 12.5 µM; hit rate 0.15% among 160,000; Q8C6L5; recombinant cGAS, Kinase-Glo ATP depletion luminescence;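 further: 0% = negative control wells and 100% = reference inhibitor with no enzyme activity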
NPYLR7 agonist: activates Aedes aegypti NPYLR7 receptor; activation, % at 10 µM; HEK293T NPYLR7/Galpha15, GCaMP6s calcium fluorescence; hit rate 0.15% among 270,000; in the data active means activation above about 40%;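 further: 0% = vehicle and 100% = reference agonist at the receptor; some compounds past the cut are filed as inactive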
hcGAS lum: human cGAS inhibition; recombinant h-cGAS, ATP depletion, Kinase-Glo luminescence; inhibition, % at 12.5 µM; hit rate 0.081% among 290,000; AID 1259398;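 further: 0% = vehicle reaction and 100% = reaction without DNA for no activity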
Target sequence (Q8N884 whole entry, looked up): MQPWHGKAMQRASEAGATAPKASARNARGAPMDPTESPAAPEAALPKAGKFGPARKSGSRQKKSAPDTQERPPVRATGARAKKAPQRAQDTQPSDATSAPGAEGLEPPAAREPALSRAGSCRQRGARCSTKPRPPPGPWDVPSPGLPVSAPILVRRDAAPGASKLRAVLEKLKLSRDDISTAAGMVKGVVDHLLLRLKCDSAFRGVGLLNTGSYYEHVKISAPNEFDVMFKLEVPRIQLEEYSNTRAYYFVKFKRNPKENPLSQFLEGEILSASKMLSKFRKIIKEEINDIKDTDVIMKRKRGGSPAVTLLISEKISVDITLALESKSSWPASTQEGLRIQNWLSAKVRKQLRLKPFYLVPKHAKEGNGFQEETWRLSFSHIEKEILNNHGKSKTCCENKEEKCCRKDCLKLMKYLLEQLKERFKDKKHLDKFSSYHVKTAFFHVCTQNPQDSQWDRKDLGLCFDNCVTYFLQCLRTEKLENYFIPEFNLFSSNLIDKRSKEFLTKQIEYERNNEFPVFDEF
Starred values were filed as active, the others as inactive; x = no result given; & = joins results of further samples. Unless noted, no stated cut-off is given here; in the data, active means inhibition above about 40%; inactive means the rest. Not a hit list; any-hit rate near 0.29%.

structure	NPYLR7 agonist	hcGAS lum	mcGAS lum
Cc1cc(Cc2ccc(S(=O)(=O)N3CCc4ccccc4C3)s2)c(=O)[nH]n1	18	0	x
CN1CC2=C(C1=O)C(c1ccc(O)cc1)NC(=O)N2 (stereo not given)	2	-8	x
CN=c1scc(C)n1N=Cc1cc(Br)c(O)c(Br)c1	1	-1	8
O=C(Cn1c(=O)oc2ccccc21)N1Cc2cnn(CCO)c2C1	2	-8	-11
Cc1nc(C)c(C(=O)N2CCN(CC(F)(F)F)c3ccccc32)o1	-5	2	4
COc1cc2c(O)c3c(c(-c4ccc5c(c4)OCO5)c2cc1OC)C(=O)OC3	-3	-12	-6
c1nc(NN=C2C3CC4CC(C3)CC2C4)c2c3c(sc2n1)CCC3	-2	10	3
COc1cccc(Oc2ccc(C(F)(F)F)cc2NC(=O)c2cnccn2)c1	2	-9	x
COc1ccc(OC)c(-c2cnc(-c3cccc(CNC(=O)C(C)(C)OC(C)=O)c3)[nH]2)c1	3	-4	-4
COc1ccccc1-c1nc(C)c(-c2ccc(SCC(=O)Nc3nc(C)cs3)nn2)s1	2	-4	x
COc1nc(-c2ccc(C(F)(F)F)cc2)n(-c2cccc(NC(=O)c3cccc([N+](=O)[O-])c3)c2)n1	0	-2	-5
CC(C)c1ccc(NC2=NS(=O)(=O)c3ccccc32)cc1	5	-2	-8
CCOC(=O)C1(CCCc2ccccc2)CCN(C(=O)c2cnsn2)CC1	5	-9	x
CCC(CC)CN(CC)CC(O)Cn1cccn1 (stereo not given)	-2	-1	x
CN1C(=O)N(C)C2C1N(CO)C(=O)N2CO (stereo not given)	6	2	-1
O=C(Nc1cc(NC(=O)c2ccccc2)cc(-c2nc3ccccc3o2)c1)c1ccccc1	0	-5	-6
O=C(NCc1ccco1)c1ccc(CS(=O)(=O)c2ccccc2)o1	-3	-3	x
COc1ccc(F)cc1S(=O)(=O)NCc1ccccc1Cl	2	0	-7
Cc1c(C(=O)NCc2ccccc2C(F)(F)F)sc(=O)n1Cc1ccc2c(c1)OCO2	14	-7	x
Cc1cc(C)nc(SCCn2c(N3CCCCCC3)nc3c2c(=O)n(C)c(=O)n3C)n1	-1	-6	x
Cc1cccnc1Cn1nc(C2CCNCC2)n(Cc2ccccc2)c1=O	3	2	-1
O=C(Cc1ccc(F)cc1)N1CCCN(C2=Nc3cc(C(F)(F)F)ccc3Oc3ccccc32)CC1	x	-8	-4
COc1ccc(NC(C)=O)cc1N1C(=O)C(O)=C(C(=O)C2CC2)C1c1ccc(C)cc1C (stereo not given)	1&3	-3&-3	-13
CC1CCCC(NC(=O)C(C)N2CCN(S(=O)(=O)c3ccc(Cl)s3)CC2)C1C (stereo not given)	0	-7	x
Cc1ccccc1CN1CCC(CNC(=O)c2cccn(C)c2=O)C1 (stereo not given)	13	-4	-9
Cc1cc(NC(=O)Cc2ccccc2)n(-c2nc(C)c(C)c(=O)[nH]2)n1	9	-13	-8
O=C(NC(=S)NCCN1CCOCC1)c1ccco1	-1	-7	x
COc1ccc2cc(C3CN(C(=O)c4cn5ccsc5n4)CCO3)ccc2c1 (stereo not given)	4	0	x
Cn1c(Nc2cccc(/C=C/c3ccccn3)c2)c(C#N)c(=O)n(C)c1=O	0&1	-5&-15	x
O=C(c1cn(Cc2ccccc2Cl)nn1)N1CCN(c2ccccc2O)CC1	10	-13	-12
CCOc1ccc(C2CCCN2CC(=O)NCc2ccc(C)c(F)c2)cc1 (stereo not given)	-1	-9	x
CCN(CC)S(=O)(=O)c1ccc(CNC(=O)NCC2CC2)s1	-2	-5	x
CC1CCCN(c2nc(C(=O)N3CCOCC3)cs2)C1 (stereo not given)	x	-12	-6
CSc1ncc(C(=O)N2CCN(C(=O)c3ccc(=O)[nH]c3)CC2)n1-c1ccc(F)cc1	15	-9	-17
COc1cccc(C(=O)N2CCN(C(=O)CCCCSc3nnc(Cc4ccccc4)n3-c3ccc(C)cc3)CC2C)c1 (stereo not given)	2	3	-3
O=c1ccccn1Cc1cccc(F)c1	1	-3	x
CCC(C(=O)N1CCC2(CC1)NC(=O)c1cc(Cl)ccc1N2)c1ccccc1 (stereo not given)	1	-6	-4
Cc1cc(N)n(CC(=O)NCCn2c(C)cc3ccccc32)n1	1	-5	-16
COc1ccc(S(=O)(=O)N(C)C2CCS(=O)(=O)C2)cc1OC (stereo not given)	1	-6	x
C=CCN(Cc1nccn1Cc1ccc(F)c(F)c1)C(=O)c1ccc(Cl)cc1	3	-5	-4
CCn1cnnc1SCc1nc(N)nc(N)n1	3	-10	x
CC(=O)Oc1c(-c2ccc(NC(=O)c3cccs3)cc2)c(-c2cccc(C)c2)nn1-c1cccc(F)c1	0	-3	-4
COc1cccc(OC)c1-c1ccc(-n2cncc2C(=O)NC[C@H]2CCCO2)cc1	21	-6	-8
N#CC(=Cc1cc2c(cc1[N+](=O)[O-])OCO2)C(=O)Nc1cccc(Cl)c1Cl	2	7	1
COc1ccc(CCS(=O)(=O)Cc2ccc(OC)c(Br)c2)cc1	10	-13	x
CS(=O)(=O)Nc1nc2n(n1)C(c1ccccc1)CC(c1ccc(Cl)cc1)=N2 (stereo not given)	66*	0	x
COc1ccccc1N1CCN(c2ccc(NC(=O)Nc3ccc(C(F)(F)F)cc3)cc2C(=O)NCCN2CCOCC2)CC1	-6	-16	-6
CC1=CC(=O)N(CCCn2cccn2)C1=O	-7	-3	-4
CCc1nc2ccc(C(=O)NCCN3CCOCC3)cn2c1N(CC)C(=O)CCC1CCCC1	16	-6	-4
CC1(C)OC(=O)C(=Cc2cccn(C(C)(C)C)c2=S)C(=O)O1	-5	-2	x
O=C(Cn1cnc(-c2ccccc2)cc1=O)c1ccccc1	-7	1	-1
O=P1(NCc2ccc(Cl)cc2)C=C(c2ccccc2)SC(c2ccccc2)=C1	-8	-2	x
CCOC(=O)c1cc(C(C)C)sc1NC(=O)CCc1ccccc1	-3	-5	-6
CNc1cc(-c2ccc(C(=O)O)cc2C)c2cc[nH]c2n1	-2	0	-5
CN(C)c1ccc(CNCC2(c3ccnc(-c4cccc(N(C)C)c4)c3)CC2)cc1	-2	-9	-8
CCC(C)N(Cc1cccc(OS(=O)(=O)c2cccc(C(F)(F)F)c2)c1)C(=O)Nc1ccc(F)cc1F (stereo not given)	20	-3	-6
COc1cn2c(cc1=O)C(=O)N(CCNC(=O)COc1ccc(F)cc1)CC2	7	-5	x
Cc1nn(C2CCS(=O)(=O)C2)c2nc(-c3ccco3)cc(C(=O)Nc3nc4ccccc4s3)c12 (stereo not given)	3	-7	-9
CC(C)NC(=O)N1CCCC(OCc2ccc(C(F)(F)F)cc2)C1 (stereo not given)	-1	-4	x
CN1CCC(Cc2noc(-c3[nH]cnc3-c3ccccc3)n2)CC1	3	-5	-12

(more compounds)
structure	NPYLR7 agonist	hcGAS lum	mcGAS lum
CCS(=O)(=O)c1ncc(CN2C[C@@H]3CCC[C@H]2C3)n1CCCc1ccccc1	7	-7	x
Cc1ccc(NC(=NS(=O)(=O)c2ccc(C)cc2)Nc2nc(C)cc(C)n2)cc1	0	-1	x
Cc1cc2ncc3c(n2n1)NC(c1ccc(Cl)cc1Cl)NC3=O (stereo not given)	5	-11	x
COCCn1c(C)cc(O)c(C(c2ccc(OC)cc2)N2CCN(c3ccccn3)CC2)c1=O (stereo not given)	10	3	x
CCN(CC)Cc1cnc2c(C(=O)N(C)Cc3cccc(Cl)c3)cnn2c1	3	-3	-16
Cc1ccccc1CCNC(=O)c1ccc2c(c1)CCC(=O)N2	3	-7	-6
O=c1[nH]nc(C2CCCN(c3ncnc4sccc34)C2)n1-c1ccccc1 (stereo not given)	0	-8	x
C=CCn1c(SCC(=O)Nc2sc3c(c2C(N)=O)CCC3)nc2sc3c(c2c1=O)CCC3	-4	-7	x
CN1CCCC(CNc2ccc(-c3nc(-c4ccccc4F)no3)cn2)C1 (stereo not given)	-20	10	x
CCc1nc2ncc3c(n2n1)CC=NNC3=O	3	10	x
CCN(C(=O)Cn1ccc(C(F)(F)F)n1)c1cc(C)ccc1C	3	-14	x
Cc1cc(N)on1	3	3	-4
CC1(C)CCCC2(C)CC(CC(=O)N3CCOCC3)C(C)(O)CC12 (stereo not given)	-3	-3	x
CC(C)(C)C(O)Cn1c(=N)n(Cc2ccccc2)c2ccccc21 (stereo not given)	3	0	-4
CCOC(=O)c1sc2nc(CN3CCCCCC3)nc(N3CCCCCC3)c2c1C	-9	-5	x
CCOC(=O)CCNC(=O)NCc1nnnn1-c1ccc(Cl)cc1	-7	8	x
CCOC(=O)C1(CC2CCCCO2)CCN(Cc2cccc(C(F)(F)F)c2)CC1 (stereo not given)	1	-6	x
CCOC(=O)[C@@H]1C[C@H]2CN(CCOC)C(=O)c3cccc(c32)N1C(=O)c1ncoc1-c1ccccc1	3	5	1
COc1ccccc1C(C)NC(=O)N(C)Cc1cnn(C)c1 (stereo not given)	0	-5	-5
CC(=O)N1CCN(C(=O)CN2CCC(c3ccccc3C)CC2)CC1	9	-7	-17
Cc1cc(O)c(C(c2ccccc2Cl)N2CCN(CCO)CC2)c(=O)n1Cc1cccnc1 (stereo not given)	14	-6	x
CCNC(=O)NC(=O)C(C)Sc1nc2sc(C)c(C)c2c(=O)n1C1CCCC1 (stereo not given)	1	-1	-7
COc1ccccc1/C=C/CN1CCNC(=O)C1CC(=O)N1CCSCC1 (stereo not given)	1	-9	x
CCc1nc(SCC(=O)N2[C@@H]3CC[C@H]2CC(O)C3)n[nH]1 (stereo not given in full)	7	-7	x
COc1ccc(Cl)cc1CC1(C)C(=O)Nc2ccc(S(=O)(=O)NC3CCCCC3)cc21 (stereo not given)	3	-1	-2
CN(C)CCN(C(=O)CCCS(=O)(=O)c1ccc(F)cc1)c1nc2ccccc2s1	7	-7	-7
O=S(=O)(c1ccccc1)c1[nH]c(-c2ccccc2)nc1S	5	-4	x
COc1ccc(C(=O)N(CC(=O)N(Cc2ccc(F)cc2)Cc2ccc(C)s2)C(C)(C)C)cc1	x	-5	-6
CC(=O)NC(CC(=O)NS(=O)(=O)c1cccc(C#N)c1)c1cccs1 (stereo not given)	8	-5	-10
Cc1cc(NC(=O)C2(C)CCN2C(=O)c2ccccc2CCc2ccccc2)no1 (stereo not given)	-5	2	0
CCS(=O)(=O)Oc1cccc(CN(Cc2ccco2)S(=O)(=O)c2ccc3ccccc3c2)c1	20	-7	-4
Cc1ccc(-c2nccn2CC2CC2)c(F)c1	-1	-2	-7
CCCCn1c(N)c(N(CC)C(=O)CCSC)c(=O)[nH]c1=O	-2	-1	x
O=c1c2c(-c3ccccc3)n3ncnc3nc2ccn1-c1ccccn1	-17	-1	x
COCCN(CCOC)P1(=O)C=C(c2ccccc2)OC(c2ccccc2)=C1	0	-3	x
O=C(CCc1nnc(C2CCCCC2)o1)N1CCN(c2ccccc2F)CC1	2	-6	-4
O=C(NCCCc1nc2ccccc2o1)c1scc2c1OCCO2	2	-4	x
CCCCCCCCCCCC(=O)N1CCN(C(=O)CCCCSc2nnc(Cc3ccccc3)n2-c2ccc(Cl)c(Cl)c2)CC1C (stereo not given)	0	4	-1
COC(=O)[C@]1(C)C[C@H](C(=O)N(C)Cc2cc(C)no2)[C@H](c2ccccc2C)N1C	4	-4	x
Cc1ccccc1Nc1nc(-c2cc3cc(Br)ccc3oc2=O)cs1	-3	-5	-3

Pulled by structure from above (6):
structure	NPYLR7 agonist	hcGAS lum	mcGAS lum
COCCN(CCOC)P1(=O)C=C(c2ccccc2)OC(c2ccccc2)=C1	0	-3	x
CCc1nc(SCC(=O)N2[C@@H]3CC[C@H]2CC(O)C3)n[nH]1 (stereo not given in full)	7	-7	x
COC(=O)[C@]1(C)C[C@H](C(=O)N(C)Cc2cc(C)no2)[C@H](c2ccccc2C)N1C	4	-4	x
Cc1cc(NC(=O)C2(C)CCN2C(=O)c2ccccc2CCc2ccccc2)no1 (stereo not given)	-5	2	0
O=c1c2c(-c3ccccc3)n3ncnc3nc2ccn1-c1ccccn1	-17	-1	x
COc1ccccc1/C=C/CN1CCNC(=O)C1CC(=O)N1CCSCC1 (stereo not given)	1	-9	x

Further entries follow.
structure	NPYLR7 agonist	hcGAS lum	mcGAS lum
COc1ccc([C@H]2COc3c(ccc(O)c3OC)C2)c(OC)c1O	x	-6	-3
O=C(Cn1nc(-c2cccs2)c2sc(N3CCOCC3)nc2c1=O)N1CCCc2ccccc21	-4	-8	-9
COc1ccc(C)cc1NS(=O)(=O)c1cc([N+](=O)[O-])ccc1OC	2	-6	x
Cc1ccccc1NC1=NS(=O)(=O)c2cc([N+](=O)[O-])ccc21	-9	-5	-7
